Screens as filed in PubChem.
aDG glyco act = activators of alpha-DG glycosylation, primary screen, uHTS, Pro5-aDG cells, AlphaScreen; alpha-DG glycosylation AlphaScreen (IIH6); 0% Pro5, 100% B10-LARGE cell signal; activation, % at 10 µM; 360,000 tested, 0.22% active;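 active means activation of at least 8% versus controls, or a plate z-score of at least 8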;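 further: Pro5 are CHO cells carrying HIG-tagged alpha-DG that lacks glycosylation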
HIF-2a inh = HIF-2a reporter inhibitors, primary screen, luminescence, 786-0 RCC cells; 786-0 RCC cells HIF-2a reporter, luciferase luminescence, overnight; inhibition, % at 18.8 µM; 360,000 tested, 0.72% active;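 active means inhibition of the luminescence signal of 40% or more relative to plate controls, in a single-dose primary screen at 18.75 µM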
Vif inh = HIV Vif self-association inhibitors, primary screen, imaging, HEK293T, single point. HEK293T cells, Vif self-association by quenched fluorescence, 24 h. inhibition, % at 7.49 µM. 340,000 tested, 0.35% active; in the data active means inhibition above about 50%, passing the limit was not always enough; further: some results filed as inactive read as strong as hits
MITF TRPM1 inh = inhibitors of MITF-dependent TRPM1 promoter reporter, primary screen, cell-based, SK-MEL-5, single point, luciferase; 330,000 tested, 0.83% active; SK-MEL-5 TRPM1 promoter luciferase, 24 h; inhibition, % at 12.5 µM;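 active means mean inhibition across replicates of 60% or more, whatever share of single replicates reaches that level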; further: values of inactives mirror those of a sister screen read the other way
Peg3 promoter = Peg3 promoter-driven luciferase inhibitors, primary screen, cell-based, HeLa, luciferase luminescence; HeLa PEG-Prom luciferase reporter, overnight; inhibition, % at 20 µM; 360,000 tested, 1.7% active;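 active means inhibition of at least 50% at 20 µM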
PDI turbidity = inhibitors of human PDI, primary screen, biochemical, turbidity, single point, plate reader; inhibition, % at 10 µM; AID 588391, 2011; 350,000 tested, 0.052% active; Protein disulfide-isomerase (Homo sapiens), P07237; PDI insulin aggregation turbidity, A650, 90 min;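 active means mean inhibition across replicates of 30% or more, whatever share of single replicates reach that level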;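 further: absorbance from insulin aggregation driven by PDI reduction with DTT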
Target sequence (P07237 whole entry, looked up): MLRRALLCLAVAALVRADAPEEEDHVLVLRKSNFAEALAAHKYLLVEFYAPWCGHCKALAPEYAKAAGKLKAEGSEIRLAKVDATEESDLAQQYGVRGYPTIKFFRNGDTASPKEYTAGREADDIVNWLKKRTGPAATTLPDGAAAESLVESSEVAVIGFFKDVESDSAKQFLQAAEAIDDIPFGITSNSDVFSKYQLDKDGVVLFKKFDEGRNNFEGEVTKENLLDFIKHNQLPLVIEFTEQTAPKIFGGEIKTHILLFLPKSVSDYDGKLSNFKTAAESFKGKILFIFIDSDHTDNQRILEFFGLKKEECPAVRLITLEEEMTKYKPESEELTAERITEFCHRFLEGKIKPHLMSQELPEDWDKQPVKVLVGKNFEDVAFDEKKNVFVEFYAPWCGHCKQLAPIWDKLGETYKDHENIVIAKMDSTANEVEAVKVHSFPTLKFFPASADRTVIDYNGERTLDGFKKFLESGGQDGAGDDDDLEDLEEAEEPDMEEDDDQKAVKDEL
NR2E3 ag-1 = inhibitors of NR2E3-RetCOR corepressor binding, primary screen, NR2E3 agonist project, biochemical, TR-FRET, GST-NR2E3, biotin-RetCOR | Photoreceptor-specific nuclear receptor (Homo sapiens), Q9Y5X4 | 1536-well | inhibition of corepressor binding, % at 4.78 µM | 320,000 tested, 0.12% active | AID 2300, 2010;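 active means percent inhibition above the cutoff of mean plus 3 SD of all tested compounds, set per screening campaign, cut at about 20% in these data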;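 further: 0% = DMSO wells and 100% = biotin wells as full block of FRET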
Target sequence (Q9Y5X4 whole entry, looked up): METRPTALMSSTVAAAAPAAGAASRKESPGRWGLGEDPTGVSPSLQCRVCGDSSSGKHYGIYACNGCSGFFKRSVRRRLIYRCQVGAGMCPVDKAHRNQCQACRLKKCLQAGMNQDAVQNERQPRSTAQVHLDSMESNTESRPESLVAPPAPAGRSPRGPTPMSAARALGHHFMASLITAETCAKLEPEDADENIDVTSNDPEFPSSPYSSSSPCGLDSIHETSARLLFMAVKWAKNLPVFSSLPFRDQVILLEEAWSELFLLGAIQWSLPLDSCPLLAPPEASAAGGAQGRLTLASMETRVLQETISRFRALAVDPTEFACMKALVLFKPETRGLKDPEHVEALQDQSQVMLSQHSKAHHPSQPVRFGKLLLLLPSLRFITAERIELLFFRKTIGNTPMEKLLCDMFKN
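Material – GST-tagged NR2E3 plus biotinylated RetCOR corepressor · Quantity – NR2E3 fusion 1.35 nM · Times – 5 h incubation at 4 °C · Medium – pH 7.5 Tris-based buffer · Technique – TR-FRET, Eu(K)-anti-GST donor, streptavidin-D2 acceptor, ex 340, em 617/671 nm · Benchmarks – high control biotin, low control 0.6% DMSO · Format – 1536-well plates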
NR2E3 ag-2 = NR2E3 agonists in two-hybrid cells, primary screen, cell-based, luminescence, CHO-S, Gal4-NCOR/VP16-NR2E3. luciferase. 360,000 tested, 0.35% active. inhibition of corepressor binding, % at 3.98 µM. Photoreceptor-specific nuclear receptor (Homo sapiens), Q9Y5X4. AID 602229, 2012;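 active means inhibition above the mean of all tested compounds plus 3 SD, cut at about 70% in these data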;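 further: 0% = DMSO with NR2E3 transfected cells and 100% = cells lacking NR2E3 construct; higher means lower luciferase signal from less NR2E3 corepressor binding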
CaV13 ICDI inh = Primary screen for inhibitors of IQ motif and Ca2+-dependent inactivation inhibitor domain binding in CACNA1D, Förster resonance energy transfer in living cells, … | HEK cells, CFP/YFP FRET ICDI-IQ, plate reader, 10 min; percent FRET-ratio fall versus neutral wells | inhibition, % at 12.3 µM | 340,000 tested, 0.098% active;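 active means mean replicate inhibition of at least 30% and at least 1% of replicates passing that level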;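 further: 0% = median of the neutral control wells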
Granule exo inh = LAMP-1 surface exposure blockers, TALL-104 cells – cell-based, flow cytometry, MLPCN library, primary screen; TALL-104 LAMP-1 surface exposure; cells stimulated with thapsigargin and PMA; inhibition, % at 10 µM; 360,000 tested, 0.66% active; AID 651702, 2012;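 active means inhibition above about 55%, limit read from the data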
iPSC survival up = enhancers of single-cell hiPSC survival, primary screen, ATPlite luminescence; 100% = ROCK inhibitor wells, 0% = DMSO; survival enhancement, % at 20 µM; 360,000 tested, 0.044% active; AID 602274, 2012; in the data active means survival enhancement above about 18%;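 further: cells exposed to compounds for 16 hours before the ATP read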
Numbers without * were called inactive; nt = no result given.

SMILES | aDG glyco act | HIF-2a inh | Vif inh | MITF TRPM1 inh | Peg3 promoter | PDI turbidity | NR2E3 ag-1 | NR2E3 ag-2 | CaV13 ICDI inh | Granule exo inh | iPSC survival up
CC(=O)N=c1cccc(NC(C)=O)n1O | 0.1 | 16 | -4 | 3 | 12 | 19 | 0 | -1 | -2 | 2 | 1.2
COc1cc(/C=C(/NC(=O)c2ccccc2)C(=O)Nc2ccccc2)c([N+](=O)[O-])cc1OC | -0.3 | 9 | -1 | -29 | -7 | 17 | 3 | -21 | -5 | 0 | 1.0
COc1ccc(C(=O)N2CCN(C(C)=O)CC2)cc1S(=O)(=O)N1CCOCC1 | 0.0 | 20 | 30 | -1 | -4 | -3 | 2 | -29 | -4 | 4 | 0.4
Cc1ccc(N2CC(C(=O)N3CCc4ccccc43)CC2=O)cc1 (stereo unspecified) | 0.2 | 4 | 0 | -1 | 9 | -4 | 1 | -5 | -8 | -3 | -1.6
CS(=O)(=O)c1ccc(Cl)c(NC(=O)CSc2nc3ccccc3c(=O)n2CCCN2CCOCC2)c1 | -0.6 | 14 | -3 | 7 | 8 | -6 | 2 | 17 | -14 | 7 | 0.5
Cc1cc(SCC(=O)c2ccccc2)n2ncc(-c3ccccc3)c2n1 | -0.1 | -247 | -17 | -73 | -239 | -9 | -2 | -42 | 7 | -2 | 0.2
Cc1sc2ncn(CC(=O)N3CCN(c4ccccn4)CC3)c(=O)c2c1S(=O)(=O)N1CCC(C)CC1 | 0.0 | 16 | 22 | 15 | 17 | -46 | 1 | -18 | -5 | 4 | -0.6
COc1ccc(CCn2c(-c3cccc([N+](=O)[O-])c3)nc3nc4ccccc4nc32)cc1 | 0.1 | 0 | 4 | -8 | -14 | -1 | nt | -15 | -5 | -3 | -0.1
c1ccn2c(Cc3nnc4ccccn34)nnc2c1 | 0.0 | 3 | 10 | 5 | 18 | 0 | 3 | 6 | -5 | -3 | 1.0
CCn1c(SCc2nc3ccccc3s2)nnc1-c1ccccc1 | 0.3 | -252 | 0 | -7 | -152 | -2 | 1 | -93 | -5 | 12 | 0.2
O=c1oc2ccccc2nc1/C=C(O)/C=C/c1ccc(F)cc1 | 0.3 | -58 | 7 | 5 | -52 | 6 | 0 | -43 | -4 | -7 | 0.9
CCCn1c(N2CCN(Cc3ccc(Cl)cc3)CC2)nc2ccccc21 | 1.1 | 7 | -17 | 13 | 24 | 6 | 1 | -5 | -2 | -2 | -0.7

Ten entries from above, as comma-separated lines:
smiles,aDG glyco act,HIF-2a inh,Vif inh,MITF TRPM1 inh,Peg3 promoter,PDI turbidity,NR2E3 ag-1,NR2E3 ag-2,CaV13 ICDI inh,Granule exo inh,iPSC survival up
COc1cc(/C=C(/NC(=O)c2ccccc2)C(=O)Nc2ccccc2)c([N+](=O)[O-])cc1OC,-0.3,9,-1,-29,-7,17,3,-21,-5,0,1.0
COc1ccc(C(=O)N2CCN(C(C)=O)CC2)cc1S(=O)(=O)N1CCOCC1,0.0,20,30,-1,-4,-3,2,-29,-4,4,0.4
Cc1ccc(N2CC(C(=O)N3CCc4ccccc43)CC2=O)cc1 (stereo unspecified),0.2,4,0,-1,9,-4,1,-5,-8,-3,-1.6
CS(=O)(=O)c1ccc(Cl)c(NC(=O)CSc2nc3ccccc3c(=O)n2CCCN2CCOCC2)c1,-0.6,14,-3,7,8,-6,2,17,-14,7,0.5
Cc1cc(SCC(=O)c2ccccc2)n2ncc(-c3ccccc3)c2n1,-0.1,-247,-17,-73,-239,-9,-2,-42,7,-2,0.2
Cc1sc2ncn(CC(=O)N3CCN(c4ccccn4)CC3)c(=O)c2c1S(=O)(=O)N1CCC(C)CC1,0.0,16,22,15,17,-46,1,-18,-5,4,-0.6
COc1ccc(CCn2c(-c3cccc([N+](=O)[O-])c3)nc3nc4ccccc4nc32)cc1,0.1,0,4,-8,-14,-1,nt,-15,-5,-3,-0.1
c1ccn2c(Cc3nnc4ccccn34)nnc2c1,0.0,3,10,5,18,0,3,6,-5,-3,1.0
CCn1c(SCc2nc3ccccc3s2)nnc1-c1ccccc1,0.3,-252,0,-7,-152,-2,1,-93,-5,12,0.2
O=c1oc2ccccc2nc1/C=C(O)/C=C/c1ccc(F)cc1,0.3,-58,7,5,-52,6,0,-43,-4,-7,0.9

(listing goes on)
SMILES | aDG glyco act | HIF-2a inh | Vif inh | MITF TRPM1 inh | Peg3 promoter | PDI turbidity | NR2E3 ag-1 | NR2E3 ag-2 | CaV13 ICDI inh | Granule exo inh | iPSC survival up
COc1ccc(Nc2cc(C)nc3ccc(C)cc23)cc1 | 0.3 | 20 | 4 | nt | -4 | 0 | nt | -15 | -9 | -13 | 1.0
O=C(Oc1cccc2ccccc12)c1ccco1 | -0.1 | -3 | 6 | 5 | -8 | 1 | 2 | -6 | -5 | -2 | 1.6
c1ccc(C2Oc3ccccc3C3CC(c4cccs4)=NN32)cc1 (stereo unspecified) | -0.5 | -179 | 23 | -6 | -144 | 6 | -1 | -55 | -6 | -1 | 1.1
COC(=O)c1ccccc1NC(=O)N1CCN(C(=O)c2ccco2)CC1 | -0.1 | 7 | 7 | 1 | 28 | -2 | 1 | 8 | -5 | -2 | 4.4
COc1ccc(-c2noc(CCCCC(=O)N3CCN(c4cc(C)ccc4C)CC3)n2)cc1 | 1.9 | 13 | nt | 53 | -7 | 2 | nt | 99* | -4 | 18 | -0.2
COc1ccc(-n2c(=S)[nH]c3cc(C(=O)Nc4cc(C(N)=O)ccc4OC)ccc3c2=O)c(OC)c1 | -0.2 | -7 | 13 | 1 | -5 | -9 | 2 | 4 | -3 | -10 | -0.3
CCOC(=O)c1c(NC(=O)COc2ncnc3ccccc23)sc(C)c1C | 0.6 | 21 | -1 | 4 | 6 | -7 | 5 | -6 | 2 | 1 | 1.6
O=C(CNC(=O)/C(=C\c1ccc(Br)cc1)NC(=O)c1ccccc1)OCc1ccccc1 | 0.0 | 17 | 1 | -3 | 11 | -14 | 2 | 16 | -1 | 3 | 0.1
COc1cc2c(cc1OC)-c1cc(Nc3ccc(N(C)C)cc3)nc(=O)n1CC2 | 0.0 | -76 | 16 | -28 | -16 | -5 | -10 | -19 | -8 | -3 | -0.1
O=C(C1CCCN(S(=O)(=O)c2ccccc2)C1)N1CCN(c2ncccn2)CC1 (stereo unspecified) | 0.4 | 4 | -1 | 8 | 2 | 14 | 1 | -13 | nt | 2 | 1.2
N#C/C(=C\c1ccco1)Sc1nc2ccccc2s1 | 0.4 | -142 | -2 | 2 | -29 | 1 | 2 | -26 | nt | 1 | 0.0
O=C(c1ccccn1)N1CCN(c2ccc(C(F)(F)F)cn2)CC1 | 0.1 | 2 | -1 | -8 | -13 | 2 | 3 | 11 | -4 | -6 | 2.7
Cc1noc(C(=O)Nc2ccc(F)cc2F)c1Cl | 0.0 | -104 | -10 | -14 | -40 | 13 | nt | -23 | -17 | 0 | -0.1
CCOc1ccc(OCCNC(=O)c2oc3ccccc3c2COC)cc1 | 0.7 | -1 | 0 | -2 | 7 | 1 | 1 | -33 | -6 | 4 | -0.4
COc1ccc(Cc2c(C(C)(C)C)nc3ccc(Br)cn23)c(C)c1 | -0.3 | -24 | nt | nt | -13 | nt | nt | 17 | -3 | -3 | -2.8
CCOC(=O)C1CCN(CC(=O)c2c(C)n(C)c3ccc(OC)cc23)CC1 | 0.2 | 14 | -5 | 7 | 3 | 16 | 1 | 2 | -2 | 13 | -0.1
COc1cccc(-n2nnc3c(=O)n(CC(=O)NC4CCCC4)cnc32)c1 | -0.2 | 1 | 1 | -2 | -8 | 0 | 1 | 2 | -7 | -3 | 0.2
Cc1ccccc1NC(=O)CCN1CCN(C/C=C/c2ccccc2)CC1 | -0.1 | 9 | -2 | 8 | 11 | -3 | 2 | -14 | -5 | 2 | -1.6
CSc1nc2ccccc2n1C(=O)NC1CCCCC1 | -0.3 | -34 | -5 | 3 | 2 | 1 | 1 | -14 | -3 | -1 | 7.1
O=C(/C=C/c1ccco1)NC(=S)NNC(=O)c1ccco1 | 0.7 | -19 | nt | 5 | 0 | -3 | -1 | 18 | -8 | -5 | 0.9
O=C(NCc1ccccn1)c1ccc2c(=O)n(CCc3ccccc3)c(=O)[nH]c2c1 | 0.2 | -19 | 0 | -12 | -2 | 2 | -1 | 0 | -5 | 2 | 2.0
O=C1CSC(c2ccccn2)N1c1cccc(Cl)c1 (stereo unspecified) | -0.1 | 4 | nt | 5 | 3 | 2 | 4 | -6 | -6 | -1 | -1.2
Cc1nc2scc(C)n2c(=O)c1S(=O)(=O)N1CCN(c2ccc(F)cc2)CC1 | -0.2 | 9 | 3 | 5 | 3 | -3 | 4 | -13 | -15 | 16 | -0.6
Cc1ccc(S(=O)(=O)N(Cc2ccccc2F)C(=O)N2CCN(C)CC2)cc1 | 0.1 | 16 | 5 | 2 | 3 | 7 | -2 | -15 | -5 | -2 | -0.2
CCCCn1nnnc1C1(C)CCC(=O)N1CCCN1CCOCC1 (stereo unspecified) | 0.0 | 1 | nt | nt | nt | nt | nt | -30 | -6 | -2 | -0.9
Cc1nn(Cc2ccc(Cl)cc2)c2sc(C(=O)OCC(N)=O)cc12 | 0.5 | 22 | -1 | -1 | 6 | -6 | 0 | -2 | nt | -5 | 2.2
Cc1ccc(-c2nc3ncccn3c2NC2CCCC2)o1 | 0.4 | 15 | nt | -3 | 14 | 10 | -4 | 14 | -5 | 0 | 8.0
C[C@H]1CN([C@@H](C)CO)C(=O)c2cc(NC(=O)C3CCCCC3)ccc2O[C@H]1CN(C)S(=O)(=O)c1ccccc1 | -0.3 | 14 | -3 | -8 | 6 | -1 | nt | -14 | -4 | -2 | 0.8
COc1cc(C2SCC(=O)N2Cc2ccccc2)cc(OC)c1OC (stereo unspecified) | -0.1 | 4 | -6 | 9 | 16 | 6 | 2 | -2 | -4 | 7 | -0.6
O=C(Nc1ccc2c(c1)OCO2)NC1(C(F)(F)F)Oc2ccccc2O1 | 0.2 | -32 | -17 | -7 | -51 | -1 | -4 | -23 | -4 | 42 | -1.3

The order is random (roughly 3.5% active in at least one column).
